PTEN del growth: PTEN-deleted cell growth suppression | viability, % at 10 µM | HCT116 PTEN-null viability, CellTiter-Glo, 60 h; stronger effect = lower value | 1.2% of 140,000 active;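 active = viability at or below a set limit, 4 SD under the median of all tested compounds, cut at about 3.7% in these data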;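 note: PTEN knockout HCT116 line with beta catenin targeted HCT116 as companion control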
MRP1 act: activators of MRP-1. H69AR cells + doxorubicin, viability rescue, CellTiter-Glo. viability increase, % at 10 µM. 0.61% of 140,000 active. AID 799;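 active = viability gain under doxorubicin at or above a set limit, the compound median plus 3 SD, cut at about 4.7% in these data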;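 note: MRP-1 overexpressing cells given doxorubicin 25 µM after compound pretreatment; 18-22 h compound pretreatment then 72 h with doxorubicin before readout; 0% = doxorubicin-only wells and 100% = vehicle-treated cells without doxorubicin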
bCat KO growth: beta-catenin-lacking colon tumor cell growth suppression; HCT116 beta-catenin knockout viability, CellTiter-Glo, 60 h; stronger effect = lower value; viability, % at 10 µM; 1.5% of 140,000 active; AID 818;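 active = viability at or under a set limit, the compound median less 4 SD, cut at about 6% in these data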;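 note: 0% = Hyamine 1622 control at 20 µM and 100% = untreated cell control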
GALR2 blocker: blocks the human galanin receptor 2. O43603. GALR2-expressing cells, antagonist mode. inhibition, % at 4 µM. 0.39% of 140,000 active. AID 828; in the data active = inhibition above about 27%;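 note: cells stimulated with galanin 1-16 at roughly its EC80; 0% = agonist challenge control and 100% = basal control without agonist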
Target sequence (O43603 whole entry, looked up): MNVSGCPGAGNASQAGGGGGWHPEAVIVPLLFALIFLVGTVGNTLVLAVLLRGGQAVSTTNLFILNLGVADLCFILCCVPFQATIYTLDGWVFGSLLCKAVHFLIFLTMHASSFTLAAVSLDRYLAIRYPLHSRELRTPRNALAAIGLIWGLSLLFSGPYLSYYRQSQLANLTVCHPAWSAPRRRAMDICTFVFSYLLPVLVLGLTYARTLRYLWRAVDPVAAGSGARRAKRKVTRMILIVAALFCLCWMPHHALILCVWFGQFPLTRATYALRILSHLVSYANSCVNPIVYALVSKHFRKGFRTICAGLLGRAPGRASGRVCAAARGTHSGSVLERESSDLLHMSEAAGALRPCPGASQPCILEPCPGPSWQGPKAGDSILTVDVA
Yeast growth inh: reduces growth of yeast BB579 in restrictive medium | 0.51% of 140,000 active | S. cerevisiae BB579 growth, OD615, 48 h | inhibition, % at 10 µM;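 active = inhibition above a set limit, 3 SD over the mean compound inhibition, cut at about 44% in these data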; note: inactives centre near -24
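Detection: OD615 turbidity measurement; Material: Saccharomyces cerevisiae DeaD strain BB579, replicative lifespan model yeast; Timing: 48 h exposure, 30 °C; Doses: single 10 µM dose; Medium: CSMM-D restrictive synthetic medium containing dextrose (glucose); Controls: amphotericin B at 10 µg/mL as positive control.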
Phagocyt inh: inhibitors of macrophage phagocytosis; J774A.1 macrophage IgG-bead phagocytosis, imaging; inhibition, % at 5 µM; 0.07% of 110,000 active;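 active = inhibition above the mean of the plate negative controls plus 5 SD, cut at about 13% in these data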;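 note: phagocytic index as fraction of beads internalized from green versus red external bead signal; plate controls were DMSO negative control for no effect and cytochalasin-D positive control for full effect; some results beyond the cut were filed as inactive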
E-sel TNF inh: TNF alpha driven E-selectin expression inhibition; HUVEC TNFa-induced E-selectin immunofluorescence, high content; inhibition, % at 2 µM; 0.71% of 120,000 active; AID 1246;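 active = inhibition above the batch mean plus 3 SD, and confirmed as a hit on visual image review, cut at about 43% in these data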;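 note: 0% = TNF-stimulated DMSO wells and 100% = unstimulated control wells; not every result past the cut was called active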
Yeast life ext: extends the lifespan of yeast; AID 775; S. cerevisiae growth with nicotinamide, OD615; deaD strain in restrictive glucose medium; 0.68% of 130,000 active; inhibition of the nicotinamide effect, % at 10 µM;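 active = inhibition above a set limit, placed 3 SD over the median of all compounds, cut at about 26% in these data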;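 note: 0% = nicotinamide-treated wells and 100% = cells grown without nicotinamide; some compounds called inactive have numbers as strong as hits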
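assay system = DeaD-strain S. cerevisiae | buffer or medium = restrictive glucose medium | reagent = 1.5 mM nicotinamide | compound = 10 µM single point, 0.25% DMSO | incubation = 48 h compound exposure at 30 °C, humidified | signal = OD615 measurement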
Measles CPE: protection of cells from measles virus | Measles virus-infected cells, CPE protection, absorbance | protection (pct of control), % at 4 µM | 1.5% of 140,000 active; in the data active = protection mostly above about 24%, no sharp cut-off; inactive = mostly below about 26%; note: some compounds called inactive have numbers as strong as hits
NPY-Y2 antag: blocks the human neuropeptide Y Y2 receptor; P49146; NPY-Y2 expressing cells, antagonist mode; inhibition, % at 2.7 µM; 0.99% of 140,000 active; AID 793; in the data active = inhibition above about 17%;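 note: 0% = vehicle with agonist challenge and 100% = reference antagonist with challenge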
Target sequence (P49146 whole entry, looked up): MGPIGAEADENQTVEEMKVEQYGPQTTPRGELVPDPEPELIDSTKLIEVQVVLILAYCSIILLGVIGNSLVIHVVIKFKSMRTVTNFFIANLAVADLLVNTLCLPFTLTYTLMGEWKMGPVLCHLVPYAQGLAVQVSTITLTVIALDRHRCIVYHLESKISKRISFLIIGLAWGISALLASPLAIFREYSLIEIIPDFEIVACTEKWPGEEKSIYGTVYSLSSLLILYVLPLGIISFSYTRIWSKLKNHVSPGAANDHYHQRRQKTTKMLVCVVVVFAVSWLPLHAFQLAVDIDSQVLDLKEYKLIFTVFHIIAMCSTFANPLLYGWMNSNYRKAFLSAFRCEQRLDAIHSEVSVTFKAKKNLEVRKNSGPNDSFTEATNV
The depositor's hits bear a star; . = not tested or not shown. An unsorted share of the library; about 6.1% have a hit in one of these screens.

SMILES	PTEN del growth	MRP1 act	bCat KO growth	GALR2 blocker	Yeast growth inh	Phagocyt inh	E-sel TNF inh	Yeast life ext	Measles CPE	NPY-Y2 antag
O=c1[nH]cnc2sc3c(c12)CCCC3	103	-2.1	115	7	-28	0	13	-14	6	3
O=S(=O)(NCC(c1ccco1)N1CCN(c2ccccc2)CC1)c1ccc(F)cc1 (configuration not stated)	82	-1.8	89	-5	-25	-8	69*	3	11	3
CN(CC(=O)Nc1ccc2c(c1)OCCO2)S(=O)(=O)c1ccc(Br)s1	98	-0.6	106	12	13	-1	0	-10	4	3
N#Cc1c(NCCN)nc(NCc2ccccc2)c2c1CCN(Cc1ccccc1)C2	.	.	.	-10	.	1	-30	.	.	6
CC(C)(C)c1nnc2sc(SCC(=O)c3ccc(Cl)cc3)nn2c1=O	93	-4.7	90	14	-1	0	0	-3	8	10
CC#CCCC(=O)N1C=Cc2ccccc2C1C#N (configuration not stated)	96	-1.6	93	-5	-32	3	7	-11	36	5
Cc1nn(S(=O)(=O)N2CCCCC2)c(C)c1Br	104	-1.4	96	1	-40	.	-1	-9	8	-1
O=C(C1=C(O)C(=O)N(Cc2ccco2)C1c1cccnc1)c1cc2ccccc2o1 (configuration not stated)	62	-1.3	52	2	-10	-2	-13	5	6	6
CCN(CC)c1ccc(/C=N/Nc2cccc(C)c2)c(O)c1	94	0.5	91	11	-35	-12	9	-9	19	1
Cc1ccc(S(=O)(=O)NC2CCCC(C(=O)O)C2)cc1 (configuration not stated)	112	0.4	91	-5	-12	0	29	-9	4	3

Limited to Measles CPE, GALR2 blocker and bCat KO growth, for some of the entries so far:
compound,Measles CPE,GALR2 blocker,bCat KO growth
Cc1ccc(S(=O)(=O)NC2CCCC(C(=O)O)C2)cc1 (configuration not stated),4,-5,91
CCN(CC)c1ccc(/C=N/Nc2cccc(C)c2)c(O)c1,19,11,91
CC(C)(C)c1nnc2sc(SCC(=O)c3ccc(Cl)cc3)nn2c1=O,8,14,90
N#Cc1c(NCCN)nc(NCc2ccccc2)c2c1CCN(Cc1ccccc1)C2,.,-10,.

Next part:
SMILES	PTEN del growth	MRP1 act	bCat KO growth	GALR2 blocker	Yeast growth inh	Phagocyt inh	E-sel TNF inh	Yeast life ext	Measles CPE	NPY-Y2 antag
CNC(=O)c1cc2c(ccc3ccccc32)oc1=N	94	1.7	93	-3	87*	.	-2	-12	20	1
Cc1ccc(C(=O)OCC(=O)c2c(N)n(C)c(=O)n(C)c2=O)cc1S(=O)(=O)N1CCCCC1	81	-2.4	81	1	-13	-3	.	4	5	1
O=C(CSc1nc(NS(=O)(=O)c2ccccc2)cc(=O)[nH]1)Nc1ccc(F)cc1	112	-1.0	97	4	-56	0	-4	-14	12	6
O=C(COC(=O)C1(c2ccc(Cl)cc2)CCCC1)N1CCc2ccccc21	77	-2.1	86	0	-23	-9	9	8	11	2
Cc1c(NC(=O)/C(C#N)=C\c2cccs2)c(=O)n(-c2ccccc2)n1C	92	-1.5	96	6	-29	-5	.	10	15	2
CC1CCCN(c2ccc(/C=C(\C#N)c3nn(-c4ccccc4)c(N)c3C#N)cc2[N+](=O)[O-])C1 (configuration not stated)	52	-1.3	54	-3	-49	.	-16	-23	11	1
COc1cccc(Nc2nc3ccccc3n2C(C)C)c1	96	0.3	93	14	-42	1	.	0	7	3
Cn1c(NCc2cccs2)nc2ccccc21	97	-1.1	83	1	-24	1	-2	3	4	0
Cc1ccc(S(=O)(=O)N(C)C)cc1NC(=O)c1cncc(Br)c1	30	-2.3	27	-3	-14	-7	.	-2	16	0
COc1ccc(/C(O)=C2/C(=O)C(=O)N(Cc3cccnc3)C2c2ccncc2)cc1F (configuration not stated)	94	-0.9	93	-12	-53	.	70*	-4	3	2
CCCCN(CCCC)c1nc(OC)nc(-n2nnc(C(C)=O)c2C)n1	57	-4.6	63	-4	-18	.	-6	28	4	5
CC(=O)c1ccc(N=Cc2c(O)n(-c3cc(Cl)ccc3N3CCOCC3)c(=O)c3ccccc23)cc1	80	3.3	94	-2	-28	4	24	-3	3	1
O/N=C1\CCCc2ccc(Cl)cc21	95	0.7	120	0	-29	-4	0	-9	14	6
O=C(COC(=O)/C=C/c1ccc2c(c1)OCO2)Nc1ccc(S(=O)(=O)N2CCCC2)cc1	94	-1.8	98	3	-23	-2	.	-1	18	11
COc1ccc2c(c1)nc(SCC(C)O)n2C (configuration not stated)	96	-0.4	87	-14	-21	-8	.	-4	14	3
Cc1ccc(NCCC(=O)c2cccs2)cc1Cl	96	-3.3	87	4	22	-2	.	2	13	3
COc1ccc(C(=O)Nc2ccc(Cl)c(S(=O)(=O)Nc3ccccc3OC)c2)cc1	14	9.2*	13	2	-6	0	.	-2	7	0
Cc1c(Cl)cccc1NC(=O)c1cc(C2CC2)on1	80	-0.6	92	4	-75	0	.	-11	4	6
COCCn1c(SCC(=O)NCc2ccco2)nnc1-c1c[nH]c2ccccc12	94	-1.7	92	5	-28	-1	3	-5	3	1
O=C(CNc1ccccc1)N/N=C/c1ccc2c(c1)OCCO2	81	0.5	94	10	-22	-4	.	-8	.	5
Cc1ccccc1-c1nc(CS(=O)(=O)CC(=O)Nc2cc(F)ccc2F)c(C)o1	93	0.2	94	-2	-74	0	-1	-2	4	6
O=C(NCCc1cccc(Cl)c1)c1cccnc1	94	-1.1	91	-8	-45	.	-44	-9	10	-5
CCOC(=O)c1[nH]c(C)c(C(=O)NC2CCCCC2)c1C	97	-0.8	94	-8	-2	.	7	-13	4	-1
CCOc1nc(NCCO)nc(NCCC2=CCCCC2)n1	91	0.8	89	5	-16	.	2	.	22	4
COc1ccc(NC(=O)Cn2nc3n(c2=S)CCC3)cc1	103	-2.6	105	-4	-27	1	.	-4	15	3
Cc1[nH]nc2c1C(c1cccc(O)c1)C1=C(CC(C)(C)CC1=O)N2 (configuration not stated)	74	-1.8	90	-3	-26	0	26	-12	4	-1
COc1ccc(-n2cc(C(=O)c3cc4ccccc4oc3=O)c(C(C)=O)n2)cc1	107	-0.5	100	2	3	-1	16	1	10	-2
Cc1ccc(C(=O)C(OC(=O)c2cnccn2)c2ccccc2)cc1C (configuration not stated)	99	-0.6	98	12	-20	-1	-9	6	13	3
O=C(CCC(=O)Nc1nnc(C2CCCCC2)s1)NCC1CCCO1 (configuration not stated)	97	2.3	102	-25	-3	-1	8	-3	65*	3
O=C(CSc1ccc2c(c1)OCCO2)Nc1ccc2c(c1)OCO2	90	-3.4	93	0	-5	.	2	-6	5	6
c1ccc(-c2csc(NNC3=NCCCCC3)n2)cc1	89	-1.4	80	-4	-26	1	-15	-11	2	0
COc1ccc(Cl)cc1C(=O)NNC(=O)c1cccc(S(=O)(=O)N(C)C)c1	88	-1.2	94	1	-12	-3	-32	9	73*	3
Cn1c(=O)c2c(nc(NCCOc3ccc(C(C)(C)C)cc3)n2C)n(C)c1=O	67	-1.3	62	1	-66	-2	7	5	6	2
Cc1ccc(C2=NN(CC(=O)NCc3cccnc3)C(=O)CC2)cc1	92	-1.5	94	8	-50	-7	.	2	8	4
CCOC(=O)C1CN(S(=O)(=O)c2cccc(C(F)(F)F)c2)c2cc(CC(=O)OC)ccc2O1 (configuration not stated)	87	-1.9	93	2	-34	.	11	-5	22	1
CCOc1ccc2nc(NC(=O)c3cccc(-c4cc5ccccc5oc4=O)c3)sc2c1	6	-6.1	9	-14	-7	-5	14	-2	6	4
O=C(N1CCCC1)C12CCC3CC(CC(C3)C1)C2	98	-0.3	91	-10	-21	.	-14	11	5	3
Cc1cnn(C(=S)NCC2CCCO2)c1 (configuration not stated)	100	-3.3	87	5	-1	-1	-21	-2	11	0
O=C(N1CCCCC1)N1CCCN(C(=O)N2CCCCC2)CC1	85	-2.7	84	13	-32	1	12	-17	16	-1
CN(C)c1ccc(C(=O)/C=C/c2ccco2)cc1	94	-3.7	89	12	-25	-10	.	-7	11	2
O=C(CN1CCCN(S(=O)(=O)c2ccc(Br)cc2)CC1)Nc1ccc2c(c1)OCO2	74	-5.9	75	-6	-38	.	5	4	11	-1
CC(=O)Nc1ccc(S(=O)(=O)Nc2nccc(/C=C/c3ccc(Cl)cc3)n2)cc1	80	-1.4	79	7	-37	-8	15	2	22	4
O=C(c1ccccc1)N1CCC(c2nc3c(nnn3Cc3ccco3)c(=O)[nH]2)CC1	82	-2.8	69	-5	8	-1	.	-9	5	0
CCOC(=O)c1cc(C)n(Cc2cccc(OC)c2OC)c1C	62	0.1	47	6	-73	0	46	-3	11	3
N#Cc1nc(-c2cccc3ccccc23)oc1NCCN1CCCCC1	47	-2.7	57	-7	-11	1	4	-11	5	4
COc1ccccc1NC(=O)N(Cc1ccccc1)C1=NCC(C)S1 (configuration not stated)	87	-4.3	90	-9	21	0	.	13	2	1
COC(=O)c1sccc1NS(=O)(=O)c1ccc(OC)cc1	33	-4.4	34	11	-6	0	.	6	2	0
CCOC(=O)C(CC)n1cnc2c(oc3ccccc32)c1=O (configuration not stated)	98	-3.1	99	0	-11	.	-10	0	1	3
CNC(=O)Cn1nc(C)c2ccccc2c1=O	98	-0.2	106	1	-33	-1	.	-5	19	1
Cc1ccc(SCCNC(=O)c2cccc([N+](=O)[O-])c2C)cc1	39	-1.1	49	-18	-2	-1	-18	-15	2	3
Next section:
SMILES	PTEN del growth	MRP1 act	bCat KO growth	GALR2 blocker	Yeast growth inh	Phagocyt inh	E-sel TNF inh	Yeast life ext	Measles CPE	NPY-Y2 antag
CC(C)c1cc(N2CCN(C(=O)c3ccco3)CC2)n2c(nc3ccccc32)c1C#N	86	-4.2	93	-7	10	-1	-9	-4	16	-2
COc1cccc(-n2c(CN3CCN(c4ccccc4)CC3)nc3ccc([N+](=O)[O-])cc3c2=O)c1	74	-3.1	85	-4	-24	-11	.	1	8	1
Cc1cccc(NC(=O)c2ccccc2OCC(=O)N2CCOCC2)c1C	106	-1.2	101	-4	10	0	11	-7	1	2
COc1ccc(N2CCN(C(=O)CCCN3C(=O)c4cccc5cccc(c45)C3=O)CC2)cc1	90	-2.6	87	-16	-15	.	-2	-8	6	2
O=C(Nc1ccccc1C(F)(F)F)N1CCN(c2ccc3nncn3n2)CC1	99	-1.7	100	3	-2	0	-111	-3	4	4
Cc1ccc(C(=O)Nc2ccncc2)o1	96	-0.8	95	-5	-39	-1	6	3	5	3
CC(C)(C)C(=O)c1no[n+]([O-])c1/C(=N/O)C(C)(C)C	87	-0.8	76	-4	-63	.	23	14	13	5
Cc1ccc(C)c(NC(=O)c2nnn(Cc3ccccc3C)c2N)c1	77	2.5	90	-9	-45	-6	23	-29	13	-2
CC(C)(C)NC(=O)CN(C(=O)CS(=O)CC(=O)Nc1ccc(F)cc1)c1ccc(F)c(Cl)c1 (configuration not stated)	82	0.7	76	-12	-2	-2	-3	8	13	1
O=C(Nc1ccnc(-c2cccnc2)n1)c1ccc(Cl)c(Cl)c1	76	-3.2	78	1	-25	0	.	-8	6	0
Cc1ccc(C(=O)c2cn[nH]c2-c2cc(Cl)ccc2O)cc1	72	-1.6	76	23	-13	1	.	-35	18	4
